High-throughput results from PubChem BioAssay.
FXIIa inh 1536: blocks human coagulation factor XIIa protease activity; P00748; purified FXIIa, Boc-QGR-AMC fluorogenic substrate, 2 h; inhibition, % at 5 µM; 220,000 compounds, 0.3% hits; in the data active = inhibition above about 40%;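 also: 0% = enzyme with no compound and 100% = blank without enzyme; many of its hits are not listed in these tables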
zVAD death inh: L929 zVAD cell death inhibition; L929 zVAD necroptosis rescue, ATP luminescence, 24 h; with zVAD 60 µM; viability rescue, % at 10 µM; 220,000 compounds, 0.38% hits; AID 1377;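 active = activation, scaled between plate controls, above about 75%, limit read from the data; inactive = activation under that limit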;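 also: 0% = zVAD with DMSO and 100% = DMSO alone without zVAD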
Wee1 degr inh: human Wee1 degradation inhibition, primary screen; P30291; HeLa Luc-Wee1K328M stability, luciferase luminescence; 100% = proteasome inhibitor MG132 effect; reporter increase, % at 5 µM; 220,000 compounds, 1.2% hits;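 active = activation above the mean of all tested compounds plus 3 SD, set per screening run, cut at about 8.8% in these data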;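 also: cells exposed to compound for 20 h before luminescence read; 0% = DMSO alone and 100% = MG132 at 30 µM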
Target sequence (P30291 whole entry K328M): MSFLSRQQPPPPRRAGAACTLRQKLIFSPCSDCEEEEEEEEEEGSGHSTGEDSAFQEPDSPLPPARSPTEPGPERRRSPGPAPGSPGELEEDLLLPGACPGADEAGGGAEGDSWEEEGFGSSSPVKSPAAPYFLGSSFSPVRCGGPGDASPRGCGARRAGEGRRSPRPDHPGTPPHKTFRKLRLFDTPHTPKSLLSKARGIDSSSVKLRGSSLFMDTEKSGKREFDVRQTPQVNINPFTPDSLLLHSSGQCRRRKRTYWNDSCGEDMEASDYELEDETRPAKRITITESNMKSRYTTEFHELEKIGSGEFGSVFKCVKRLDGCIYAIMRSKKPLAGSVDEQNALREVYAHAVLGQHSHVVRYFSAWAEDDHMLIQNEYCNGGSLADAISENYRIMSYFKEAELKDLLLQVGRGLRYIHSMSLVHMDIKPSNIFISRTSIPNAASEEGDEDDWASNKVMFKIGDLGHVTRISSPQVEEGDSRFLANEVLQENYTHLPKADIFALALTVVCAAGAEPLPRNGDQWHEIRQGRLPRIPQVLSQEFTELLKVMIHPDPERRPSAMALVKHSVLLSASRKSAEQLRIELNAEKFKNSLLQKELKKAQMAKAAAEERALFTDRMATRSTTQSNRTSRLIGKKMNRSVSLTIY
TbHK1 inh: blocks Trypanosoma brucei hexokinase 1 activity | recombinant TbHK1, G6PDH-coupled NADH A340 | inhibition, % at 10 µM | 220,000 compounds, 0.11% hits;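 active = inhibition of 50% or more in the single-dose primary screen; inactive = inhibition below 50%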
PPC-1+TRAIL kill: kills PPC-1 cancer cells in the presence of TRAIL; PPC-1 cells + TRAIL, ATPLite viability luminescence; 220,000 compounds, 0.41% hits; cell killing (% activity), % at 4 µM; AID 1443;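 active = cell killing above 50% in the first pass at 4 µM, then a duplicate retest at 5 µM averaging 50% or more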;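 also: plate controls were cells with TRAIL plus DMSO for no effect and medium-only wells lacking cells for full effect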
CHOP inhibitor: blocks CHOP induction under ER stress; AID 2732; CHO-K1 CHOP-promoter luciferase, tunicamycin-induced, 15-18 h; 220,000 compounds, 3.8% hits; inhibition, % at 10 µM;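 active = compounds that reduced the stress-induced luciferase reporter signal by more than about 70% of percent inhibition, limit read from the data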;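 also: 0% = tunicamycin plus vehicle and 100% = wells without tunicamycin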
FXIa inh: factor XIa (human) inhibition; inhibition, % at 5 µM; purified FXIa, Boc-Glu-Ala-Arg-AMC fluorogenic substrate; 220,000 compounds, 0.14% hits;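 active = inhibition of at least 40%; inactive = inhibition below 40%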;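 also: fluorescence of freed AMC excited at 355 nm; 0% = enzyme without compound and 100% = no enzyme blank; many of its hits are not listed in these tables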
TNF necrop inh: inhibitors of TNF-alpha induced necroptosis in Jurkat FADD-/- cells; Jurkat FADD-/- TNF necroptosis rescue, ATP luminescence, 24 h; 0 = TNF only, 100 = no-TNF cells; activation (protection from cell death), % at 10 µM; 220,000 compounds, 0.068% hits;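 active = activation, meaning protection from cell death, of at least 50% relative to plate controls; inactive = activation below 50%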;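 also: necroptosis triggered by 40 ng/mL TNF-alpha added together with compound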
EP2 antag: blocks the human prostaglandin E2 receptor EP2; P43116; C6 glioma cells expressing human EP2, cAMP TR-FRET; cells stimulated with saturating PGE2; inhibition, % at 25 µM; 260,000 compounds, 0.52% hits;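 active = percent inhibition above 40 after rounding to a whole number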;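 also: rat C6 glioma host cells with rolipram phosphodiesterase inhibitor present; the protocol text gives 20 µM as final concentration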
Target sequence (P43116 whole entry, looked up): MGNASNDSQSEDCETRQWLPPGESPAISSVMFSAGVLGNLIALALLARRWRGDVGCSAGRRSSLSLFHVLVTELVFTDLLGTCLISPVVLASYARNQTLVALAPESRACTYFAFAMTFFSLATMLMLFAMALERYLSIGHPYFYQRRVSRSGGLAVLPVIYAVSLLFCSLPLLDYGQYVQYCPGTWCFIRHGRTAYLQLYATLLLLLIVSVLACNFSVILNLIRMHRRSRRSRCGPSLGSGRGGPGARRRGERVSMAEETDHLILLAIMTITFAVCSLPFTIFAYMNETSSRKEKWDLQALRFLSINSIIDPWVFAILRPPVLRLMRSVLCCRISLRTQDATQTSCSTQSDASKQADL
* = called active by the depositor; x = not tested or not shown; & = joins results of further samples. Only part of the results is shown; count on the stated rates, not on these rows.

Start of the data: the first two compounds (preview)
item	Compound	FXIIa inh 1536	zVAD death inh	Wee1 degr inh	TbHK1 inh	PPC-1+TRAIL kill
1	COc1cc2c(cc1OC)-c1cc(OCc3cccnc3)nc(=O)n1CC2	-20	-0.1	3	-39	-7
2	COc1ccc2nc(NC(=O)c3ccc(-n4nc(C)cc4C)cc3)sc2c1	11	0.4	-1	2	8

item	CHOP inhibitor	FXIa inh	TNF necrop inh	EP2 antag
1	-5	-10	-0.2	10
2	65	3	-1.3	14

Results, previewed entries included:
item	Compound	FXIIa inh 1536	zVAD death inh	Wee1 degr inh	TbHK1 inh	PPC-1+TRAIL kill
1	COc1cc2c(cc1OC)-c1cc(OCc3cccnc3)nc(=O)n1CC2	-20	-0.1	3	-39	-7
2	COc1ccc2nc(NC(=O)c3ccc(-n4nc(C)cc4C)cc3)sc2c1	11	0.4	-1	2	8
3	CCCCSc1nnc(-c2ccc(NC(C)=O)cc2)n1C	8	1.7	-2	-4	-3
4	CCOC(=O)C1CCCN(c2c(NCC3CCCN3CC)c(=O)c2=O)C1 (stereo not given)	17	0.3	1	4	32
5	CC1(c2ccc(Cl)cc2)NC(=O)CS1 (stereo not given)	3	6.7	-2	2	x
6	Cc1ccc(C(=O)N/C(=C\c2ccco2)C(=O)NCCc2c[nH]c3ccccc23)cc1	-2	-0.5	-1	-6	15
7	COC(=O)COc1cccc(NC(=O)c2cccs2)c1	6	0.0	0	6	-3
8	COC(=O)c1sccc1N/N=C/c1cccc(OC)c1O	7	0.1	-1	1	21
9	O=C1CCCN1c1ccc(S(=O)(=O)Nc2ccc3c(c2)OCCO3)cc1	-4	0.3	4	1	2
10	CCOc1ccc(N(Cc2cc3ccc(C)cc3[nH]c2=O)S(C)(=O)=O)cc1	24	0.4	-3	30	-5
11	CC(C)(C)n1ncc2c(=O)n(CC(=O)N3CCCCCC3)cnc21	16	-0.1	2	4	12
12	CCOC(=O)C1CCN(C(=O)c2cc3c(-c4ccc(OC)c(OC)c4)nn(C)c3s2)CC1	7	0.5	-1	-31	24

item	CHOP inhibitor	FXIa inh	TNF necrop inh	EP2 antag
1	-5	-10	-0.2	10
2	65	3	-1.3	14
3	-7	3	1.4	6
4	2	6	-0.3	7
5	-14	-7	1.7	3
6	-19	-3	1.9	5
7	1	8	-0.4	33&28
8	83*	-1	2.3	6
9	x	-14	-7.6	7
10	6	-3	-2.1	10
11	-9	7	-2.0	16
12	-5	-1	-1.3	15

Continued:
item	Compound	FXIIa inh 1536	zVAD death inh	Wee1 degr inh	TbHK1 inh	PPC-1+TRAIL kill
13	CCC(C)(NC(=O)Cc1c[nH]c2ccccc12)C(=O)NC1CCCCC1 (stereo not given)	13	x	4	-4	-1
14	Cc1ccc(CN(c2ccc(C(=O)NCc3ccccn3)cc2)S(C)(=O)=O)cc1	-2	-0.1	2	-6	8
15	CC(C)OC(=O)CN1C(=O)C(C)(C)Oc2ccc(C(=O)NC(C)(C)C)cc21	10	-0.1	2	5	19
16	COc1cccc(-c2nnn(CC(=O)O)n2)c1	9	0.0	0	0	15
17	COc1cccc(C(=O)Nc2nnc(-c3ccc(Cl)cc3)o2)c1	6	-0.6	x	-5	7
18	CC1=C(C(=O)Nc2ccccc2F)C(c2cccs2)C2=C(CCCC2=O)N1 (stereo not given)	1	2.4	-1	-14	4
19	Cc1ccc(S(=O)(=O)C2(C(=O)N3CCCCC3C)CC2)cc1 (stereo not given)	15	2.1	4	-1	12
20	CCC(C)(C)NC(=O)C(c1cccs1)N(CC1CCCO1)C(=O)Cn1nnc2ccccc21 (stereo not given)	6	-0.3	-1	4	-4
21	CC(=O)c1ccc(N2Cc3ccccc3/C2=N\C(=O)Nc2ccccc2)cc1	11	1.1	6	-5	5
22	O=C1NC(=Nc2ccccc2)/C(=C/c2ccco2)S1	7	2.0	-1	-11	-4
23	COc1ccc(-c2noc(CSc3nnc(Cc4ccccc4)n3-c3ccc(Cl)cc3)n2)cc1	19	-0.8	1	17	1
24	CC(C)(C)NC(=O)NC(=O)CN1CCN(c2cccc(Cl)c2)CC1	13	2.2	-2	-10	-16

item	CHOP inhibitor	FXIa inh	TNF necrop inh	EP2 antag
13	15	8	-0.6	8
14	15	-8	1.4	2
15	47	-5	2.0	5&12
16	-3	6	-1.8	5
17	-19	-1	-0.5	11
18	-17	-7	0.2	5
19	37	-6	0.0	12
20	28	0	-3.7	13
21	-15	6	1.9	16
22	20	7	1.6	6
23	48	7	-2.1	13
24	17	4	0.0	7

The listing continues.
item	Compound	FXIIa inh 1536	zVAD death inh	Wee1 degr inh	TbHK1 inh	PPC-1+TRAIL kill
25	COCC(=O)N/N=C(\C)CC(=O)Nc1ccccc1C(N)=O	-7	1.2	-2	9	14
26	COc1ccc2cc(CN(CCCN3CCOCC3)Cc3nnnn3C3CCCC3)c(=O)[nH]c2c1	-8	-0.4	-2	-21	27
27	Nc1ccc(OCCCc2c(N)nc(N)nc2N)cc1	8	0.0	2	-2	6
28	Cn1c(CNC(=O)c2ccccc2F)nnc1SCc1nc2ccccc2c(=O)[nH]1	5	18	0	3	7
29	COC(=O)C/C(O)=C(/N=Nc1cccc(C(F)(F)F)c1)C(=O)OC	21	0.1	3	-6	7
30	Cc1ccc(C)n1-c1ccc(N2CCOCC2)cc1	8	0.6	2	-4	3
31	Fc1ccc(NC(=S)NCCN2CCOCC2)cc1	3	0.3	2	-7	x
32	N#Cc1ccc(NC(=O)c2nc(-c3ccccc3)n(-c3ccccc3)n2)cc1	10	-0.7	-3	-10	-7
33	CC(C)(C)C(=O)Nc1nnc(Cc2ccccc2)s1	23	0.2	4	-1	13
34	CCN1CCN(CC(=O)Nc2nc3ccc(OC)cc3s2)CC1	-6	84*	-2	-11	25
35	O=c1cc(CSc2nnc(Nc3ccccc3)s2)nc2sccn12	11	1.1	-1	-25	5
36	COc1ccc(C)cc1NC(=O)C(=O)NCc1ccncc1	3	-0.1	0	-2	10

item	CHOP inhibitor	FXIa inh	TNF necrop inh	EP2 antag
25	-14	-14	-1.2	8
26	-35	-11	0.3	9
27	0	-3	-1.9	9
28	-21	-4	0.7	6
29	-11	1	-0.5	12
30	-5	5	-0.4	12
31	23	-7	-1.1	3
32	46	-1	0.0	14
33	-17	11	-1.2	6
34	-9	17	2.4	13
35	-32	2	-3.1	1
36	41	-6	-4.5	2

4 entries already listed, ordered by their value in FXIIa inh 1536, highest first.
cpd	Structure	FXIIa inh 1536	Wee1 degr inh	TbHK1 inh	CHOP inhibitor	FXIa inh
35	O=c1cc(CSc2nnc(Nc3ccccc3)s2)nc2sccn12	11	-1	-25	-32	2
30	Cc1ccc(C)n1-c1ccc(N2CCOCC2)cc1	8	2	-4	-5	5
25	COCC(=O)N/N=C(\C)CC(=O)Nc1ccccc1C(N)=O	-7	-2	9	-14	-14
26	COc1ccc2cc(CN(CCCN3CCOCC3)Cc3nnnn3C3CCCC3)c(=O)[nH]c2c1	-8	-2	-21	-35	-11

Further compounds
item	Compound	FXIIa inh 1536	zVAD death inh	Wee1 degr inh	TbHK1 inh	PPC-1+TRAIL kill
37	COc1ccc(CN(C(=O)c2cnccn2)C(C(=O)Nc2ccc(F)cc2)c2ccccc2)cc1 (stereo not given)	13	-0.6	0	-3	16
38	COc1ccc(OCC(=O)N/N=C(\C)c2ccc(OC)cc2)cc1	11	7.2	2	4	10
39	O=C(Nc1ccccc1)N1CCN(c2ncccn2)CC1	13	0.3	1	1	24
40	CCOCCCNCc1cn(-c2ccc(F)cc2F)nc1-c1ccccc1C	9	0.0	-3	-6	29
41	C/C(=C\C(=O)c1ccc(C)cc1)Nc1ccc(N2CCOCC2)cc1	13	1.2	0	-7	-5
42	CC(=O)NCCc1nc2ccccc2n1Cc1ccc(Cl)cc1	8	1.2	-2	-2	9
43	O=C(NCc1ccccc1)N1CCN(c2ccc(Cl)c(Cl)c2)CC1	5	0.1	-1	-1	-7
44	CC(C)c1ccccc1NC(=O)CC1(CC(=O)O)CCCC1	2	1.9	-2	-1	-20
45	c1ccc(-c2csc(Cc3nnc4n3CCCCC4)n2)cc1	24	0.1	0	1	13
46	S=C(NC1CC1)N1CCc2ccccc2C1	1	0.4	-1	-10	-7
47	COc1ccc(C/C(N)=N/OC(=O)c2ccco2)cc1OC	12	7.5	-2	-5	4
48	Cc1cc(C)nc(NC(=O)C2c3ccccc3Oc3ccccc32)n1	10	0.7	-4	-4	5

item	CHOP inhibitor	FXIa inh	TNF necrop inh	EP2 antag
37	-6	7	-3.1	14
38	17	-30	-0.1	5
39	15	0	-0.1	7&13
40	4	-3	2.8	2
41	48	2	0.1	2
42	-14	-5	-0.3	4
43	76*	-2	-5.2	15
44	13	0	1.3	4
45	3	4	-1.3	4
46	-2	-3	-0.2	2
47	10	-2	-0.8	13
48	3	-5	-1.0	12

Rewritten bar-delimited: entries from further up
# | compound | FXIIa inh 1536 | zVAD death inh | Wee1 degr inh | TbHK1 inh | PPC-1+TRAIL kill | CHOP inhibitor | FXIa inh | TNF necrop inh | EP2 antag
37 | COc1ccc(CN(C(=O)c2cnccn2)C(C(=O)Nc2ccc(F)cc2)c2ccccc2)cc1 (stereo not given) | 13 | -0.6 | 0 | -3 | 16 | -6 | 7 | -3.1 | 14
38 | COc1ccc(OCC(=O)N/N=C(\C)c2ccc(OC)cc2)cc1 | 11 | 7.2 | 2 | 4 | 10 | 17 | -30 | -0.1 | 5

Copied from the list:
no. 38 | CHOP inhibitor: 17
no. 44 | CHOP inhibitor: 13

Remaining list, next part.
item	Compound	FXIIa inh 1536	zVAD death inh	Wee1 degr inh	TbHK1 inh	PPC-1+TRAIL kill
49	COc1cccc(-c2csc(N3CCN(C(=O)C4CCCCC4)CC3)n2)c1	1	1.0	-1	0	-9
50	Cn1c(SCc2ccccn2)nnc1-c1ccccc1	7	3.9	-1	-3	6
51	COc1ccc(CCN2C(=O)CC(N3CCN(S(=O)(=O)c4ccccc4)CC3)C2=O)cc1 (stereo not given)	3	-0.2	1	-5	7
52	CC(=O)Nc1cccc(C(=O)Nc2nc(C)cs2)c1	-1	-1.5	-2	-9	17
53	CC(=O)Cc1nsc(NC(=O)c2ccc(-c3cc(C(F)(F)F)ccc3Cl)o2)n1	20	-0.1	1	-20	9
54	COC(=O)Nc1nc(-c2ccccc2)c(C(=O)c2ccc(Cl)cc2)s1	19	0.1	1	-12	-4
55	CCN(Cc1ccccc1)Cc1cccc([N+](=O)[O-])c1	20	-0.2	-3	-4	-12
56	CCOc1cccc(N2C(=O)CC(n3cnc4ccccc43)C2=O)c1 (stereo not given)	-17	0.7	0	2	-9
57	CCN(CC)CCNC(=O)c1cccc(NC(=O)C(=O)c2cc(Br)ccc2NC(C)=O)c1	2	0.5	-1	-1	8
58	COc1cc(C(CCN2CCOCC2)c2c(OC)cc(OC)c3c2OC(=O)CC3c2ccc(N(C)C)cc2)cc(OC)c1OC (stereo not given)	8	0.5	x	-19	-8
59	COc1ccccc1Nc1nnc(SCc2nnc(-c3cc(OC)c(OC)c(OC)c3)o2)s1	6	0.7	0	-12	23

item	CHOP inhibitor	FXIa inh	TNF necrop inh	EP2 antag
49	36	3	1.4	x
50	11	-2	0.7	9&10
51	-17	-10	-0.7	9
52	0	-4	0.5	6
53	43	-7	-6.5	13
54	12	12	-16	14
55	-8	4	-1.5	1
56	-15	-10	-0.2	9
57	13	0	0.4	7
58	6	1	4.0	6
59	17	3	-7.6	15
